Screens as filed in PubChem BioAssay.
PL synth Enamine: phospholipid synthesis inhibitors, CHO cells, primary screen, ZR-82 cells, Enamine library, screen 3. ZR-82 CHO cells, pyrene fatty acid UV survival, CellTiter Blue; peroxisome-deficient CHO-K1 mutant line; plus DGAT-1, DGAT-2 and ACAT inhibitors. calls only at 10 µM. hit rate 0.4% among 20,000. AID 1347385, 2020;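 active means cell survival signal 2 SD away from solvent-only control wells, confirmed on one or two retests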;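 further: 3 h compound exposure then viability read about one day after UV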
Calls only; i = inactive. Not all compounds are listed; count on the stated rates, not on these rows.

compound | PL synth Enamine
COc1cc(/C=N/N2C(=O)CSC2=S)cc(OC)c1O | i
COc1ccc(OC)c(S(=O)(=O)N(CC2CCCO2)C2CCS(=O)(=O)C2)c1 (stereo not given) | i
O=[N+]([O-])c1ccc(/C=N/Nc2ccc(C(F)(F)F)cc2[N+](=O)[O-])o1 | i
Cc1nn(CC(=O)NC(C)(C)C)c(C)c1S(=O)(=O)N1CCOCC1 | i
Cn1c(C(=O)N2COCC2(C)C)cc2c(=O)n3ccccc3nc21 | i
O=S(=O)(c1ccc(S(=O)(=O)N2CCCC2)cc1)c1ccc(S(=O)(=O)N2CCCC2)cc1 | i
Cc1c(C(=O)c2cccs2)sc2nc3c(c(=O)n(C)c(=O)n3C)n12 | i
C(=Nc1ccc(C23CC4CC(CC(C4)C2)C3)cc1)c1cccnc1 | i
Cc1occc1-c1nnc(SCC(=O)c2cc(C)n(C3CC3)c2C)o1 | i
O=C1CSC(=S)N1/N=C/c1ccc(-c2nc3ccccc3s2)o1 | i
O=S(=O)(c1ccc2c(c1)CCC2)N1CCC(c2nc3ccccc3o2)CC1 | i
Fc1ccc(-c2nnc(SCc3nnc(-c4ccccc4)o3)c3ccccc23)cc1 | i
O=S(=O)(c1ccc(N2CCN(Cc3ccc(Br)s3)CC2)nc1)N1CCCC1 | i
NC(=O)COC(=O)/C=C/c1ccc(I)o1 | i
C=CCN=c1scc(-c2cccc(Br)c2)n1/N=C/c1cccnc1 | i
CN1CCN(C(c2ccncc2)c2ccc3cccnc3c2O)CC1 (stereo not given) | i
O=S1(=O)CC/C(=N/Nc2nc3ccccc3[nH]2)c2cc(F)ccc21 | i
Cc1ncc(C[n+]2csc(CCOC(=O)C34CCC(CC3)C4)c2C)c(N)n1 | i
CN(c1ccccc1)P(=O)(N(C)c1ccccc1)N(C)c1ccccc1 | i
CC1(C)C2CCC1(CS(=O)(=O)N1CCC(C(=O)O)CC1)C(=O)C2 (stereo not given) | i

Arranged by molecular weight (largest number first): some entries from above
compound | PL synth Enamine
CC1(C)C2CCC1(CS(=O)(=O)N1CCC(C(=O)O)CC1)C(=O)C2 (stereo not given) | i
NC(=O)COC(=O)/C=C/c1ccc(I)o1 | i
COc1cc(/C=N/N2C(=O)CSC2=S)cc(OC)c1O | i

New compounds follow:
compound | PL synth Enamine
Fc1ccc(C=Nc2ccc(OC(F)(F)C(F)F)c(N=Cc3ccc(F)c(F)c3)c2)cc1F | i
CCCCCN1C(=O)/C(=C\C2CC=CCC2)SC1=S (stereo not given) | i
O=[N+]([O-])c1ccc(Oc2ccc(F)cc2Br)c2ccncc12 | i
O=C1C2C3C=CC(CNc4ccccc4)(O3)C2C(=O)N1c1ccccc1 (stereo not given) | i
O=C(Nc1ccc(Cl)cc1)Nc1ccc(I)cc1F | i
CCN(C(=O)Cn1cc([N+](=O)[O-])ccc1=O)C1CCS(=O)(=O)C1 (stereo not given) | i
Cc1c(C(=O)N(CC(C)C)c2c(N)n(CC(C)C)c(=O)[nH]c2=O)sc2nc3n(c(=O)c12)CCC3 | i
COc1cc2sc(C)[n+](C)c2c2ccccc12 | i
C=CCNC(=S)NS(=O)(=O)c1ccc(Cl)s1 | i
CN(C)CCCNS(=O)(=O)c1ccc(S(=O)(=O)N2CCCC2)cc1 | i
C1CCN(Cc2nc(NCCC34CC5CC(CC(C5)C3)C4)c3c4c(sc3n2)CCC4)CC1 | i
CCN1C(=O)C=CC1=O | i
CC(C)CC1NC(=O)N(CC(=O)N(C(C)C)C(C)C)C1=O (stereo not given) | i
CCN(CC)P(=Nc1ccccc1)(c1c(C)nc2ccccn12)N(CC)CC | i
COCCN=c1scc(-c2ccc(OC(F)F)cc2)n1/N=C/c1ccc(F)cc1 | i
CCC(C)n1c(=S)[nH]c2sc3c(c2c1=O)CCCCC3 (stereo not given) | i
NCc1nnc2c(Cl)cc(C(F)(F)F)cn12 | i
CCCN(CCC)C(=O)c1cc2c(=O)n3ccccc3nc2s1 | i
CCOC(=O)c1sc2nc(C)nc(NCC(C)C)c2c1C | i
Cc1ccc(-c2csc(NC(=O)c3c(C)noc3C)n2)s1 | i
CC1C/C(=N\NC(=O)C2CC2)CC(C)(C)C1 (stereo not given) | i
COCC(C)n1c(-c2cc(C)c(C)cc2C)csc1=Nc1cc(C)cc(C)c1 (stereo not given) | i
Cc1occc1-c1nnc(SCC(=O)Nc2cc(C(C)(C)C)no2)n1C | i
CN(C)S(=O)(=O)c1ccc(=O)n(CC(=O)N2N=C(c3ccco3)CC2c2ccco2)c1 (stereo not given) | i
O=S(=O)(c1cc(C(F)(F)F)ccc1Cl)N1c2cccc3cccc(c23)S1(=O)=O | i
Cc1nnc(CSc2nnc(-c3ccoc3C)n2C)o1 | i
CC1CCc2c(sc3ncnc(N4CCCN(C)CC4)c23)C1 (stereo not given) | i
CC1=C(C(=O)OCC(C)C)C(c2ccc(C)s2)NC(=O)N1 (stereo not given) | i
Fc1ccc(F)c(-c2csc(Nc3ccc4c(c3)OCCO4)n2)c1 | i
O=C1c2ccccc2-c2nc3ccccc3nc21 | i
Cc1cc(NC(=O)CN(C)Cc2ccc(Br)s2)no1 | i
CCCCn1c(N)c(N(CC)C(=O)c2sc(C)nc2C)c(=O)[nH]c1=O | i
CC(=O)NCCNc1nc(CN2CCC(C)CC2)nc2sc3c(c12)CCC3 | i
Cn1c(N)c(Br)c(=O)[nH]c1=O | i
CN1C=C(C(F)(F)F)C=CC1=C1C(=O)c2ccccc2C1=O | i
COc1ccc(S(=O)(=O)Nc2cc(S(C)(=O)=O)ccc2Cl)cc1 | i
CN(C)c1nc(-c2ccc(OC(F)F)cc2OC(F)F)cs1 | i
O=S1(=O)CCN2C(c3cc4ccccc4o3)=CSC2=N1 | i
Cc1ccc2cccc(Oc3nc(C)nc4sc5c(c34)CCC5)c2n1 | i
CCc1cc2c(N3CC(C)CC(C)C3)ncnc2s1 (stereo not given) | i
CN1C(=O)C2=C(NC(=S)NC2c2ccccc2)NC1c1ccccc1 (stereo not given) | i
O=C(O)CCCSc1ncnc2sc3c(c12)CCCC3 | i
CN(C)c1ccc(P(=O)(C2CCCC2=O)C2CCCC2=O)cc1 (stereo not given) | i
C/C=N/Nc1nc(C)cc(C)n1 | i
O=C(CN(CC(=O)N1CCOCC1)S(=O)(=O)c1ccc(Br)s1)N1CCOCC1 | i
COc1cc2nc(/C=C/c3cc(OC)c(OC)c(OC)c3)sc2cc1SC | i
CCOc1cc(-c2nn(CN3CCN(c4ncccn4)CC3)c(=S)o2)cc(OCC)c1OCC | i
O=C(NC(N1CCOCC1)C(Cl)(Cl)Cl)C(Cl)(Cl)Cl (stereo not given) | i
O=P1(NCCCn2ccnc2)C=C(c2ccccc2)SC(c2ccccc2)=C1 | i
Clc1ccc(-n2nnnc2Sc2ncnc3sc4c(c23)CCC4)cc1 | i
Cc1cc(C(=O)CSc2nnnn2Cc2cccs2)c(C)n1-c1ncn[nH]1 | i
c1cc[n+](CCCCn2c3ccccc3c3ccccc32)cc1 | i
C/C(=N\NC(=O)Cc1cn2ccsc2n1)c1cccs1 | i
NC(N)=NC(N)=Nc1ccc(SC(F)F)cc1 | i
Cc1ccc(SN(c2ccc(C)cc2)C2C=CS(=O)(=O)C2)cc1 (stereo not given) | i
COc1ccc(OCCSc2nnnn2-c2ccc(OC)cc2)cc1 | i
O=c1nc2n(c3sc4c(c13)CCCC4)CC(O)=C2c1nc2ccccc2s1 | i
C=CCn1c(=S)[nH]c2sc(C)c(C)c2c1=O | i
COc1ccc(CO/N=C(\C)c2ccc3c(c2)OCCO3)cc1F | i
O=c1c2ccccc2nc2c3ccccc3c(N/N=C/c3c[nH]c4ccccc34)nn12 | i

Later entries.
compound | PL synth Enamine
Cc1noc(C)c1/C=N/NC(=O)CC12CC3CC(CC(C3)C1)C2 | i
S=c1nn[nH]n1Cc1cccs1 | i
Nc1ccc(Cl)c(S(=O)(=O)Nc2ccc(Cl)cc2)c1 | i
Cc1cc(C(=O)CN2C(=O)C(=O)N(CCc3cccs3)C2=O)c(C)n1C1CC1 | i
O=S(=O)(/C=C/c1ccccc1)N1CCN(C(=S)NC2CC3CCC2C3)CC1 (stereo not given) | i
NS(=O)(=O)c1ccc(Sc2ccc3ccccc3c2)nc1 | i
c1ccc2c(c1)C(Nn1cnnc1)=N/C2=N\n1cnnc1 | i
O=S(=O)(c1ccc(N2CCCC2)nc1)N1CCCC1 | i
CN(C1CCCCC1)S(=O)(=O)c1ccc2c(c1)OCCCO2 | i
CC(C)CCNC(N)=S | i
COc1cc(CNCc2nnc3ccccn23)cc(I)c1O | i
c1ccc2sc(CN3CCCCC3c3nc4ccccc4s3)nc2c1 (stereo not given) | i
O=C1NC(c2ccccc2)(C(F)(F)F)Sc2nc(-c3ccccc3)c(-c3ccccc3)n21 (stereo not given) | i
Cc1cc(C(=O)Cn2cnc3c2c(=O)n(C)c(=O)n3C)c(C)n1Cc1ccco1 | i
O=C(Cn1ncc(Cl)c(Cl)c1=O)NC1CCS(=O)(=O)C1 (stereo not given) | i
c1ccc(Oc2ccc3nc(NC4=NCCCCC4)sc3c2)cc1 | i
O=C(CSc1ncnc2sc3c(c12)CCCC3)N1CCCC1 | i
CCN=c1scc(-c2ccc(Cl)cc2Cl)n1/N=C(\C)CC(C)C | i
CSCC(=O)Nc1nc(-c2cccs2)cs1 | i
O=C1C(=O)N(CN2CCOCC2)c2ccc(Br)cc21 | i
O=[N+]([O-])c1ccc(C=Nc2ccccc2F)o1 | i
Cc1cccn2c(=O)c3cc(C(=O)N4CC(C)CC(C)C4)n(C)c3nc12 (stereo not given) | i
CCOC(=O)/C=C1\SCC(=O)N1Cc1cc(=O)n2cc(C)ccc2n1 | i
Brc1ccc(-c2cn3c(n2)CCc2ccc4cccnc4c2-3)cc1 | i
O=[N+]([O-])c1cc2c(cc1/C=N/NC(=S)NC1CCCCC1)OCO2 | i
Cn1c(N)c(C(=O)COC(=O)c2ccc([N+](=O)[O-])s2)c(=O)n(C)c1=O | i
O=C1c2ccccc2S(=O)(=O)NN1Cn1nnc2ccccc2c1=O | i
O=S1(=O)CCN2C(c3ccc(Oc4ccccc4)cc3)=CSC2=N1 | i
c1cc2c(cc1C1=NNC(=NC3CCCC3)SC1)OCCCO2 | i
CC1(C(=O)NCc2ccco2)CC1(Cl)Cl (stereo not given) | i
O=C(c1cnoc1)c1cc(Cl)cc(Cl)c1O | i
OCCSc1nc2c3ccccc3ncn2n1 | i
CCOC(=O)NC(O)C(Br)(Br)Br (stereo not given) | i
Cn1cccc1C(=S)N=P(N1CCOCC1)(N1CCOCC1)C(C)(C)C | i
c1nc(NCC23CC4CC(CC(C4)C2)C3)c2ccsc2n1 | i
C=C(Br)Cn1c(COc2ccccc2)nc2ccccc21 | i
O=C1c2ccccc2-c2ccc(Br)c3cccc1c23 | i
CC1CC(C)(C)CC2(C1)NC(=O)N(CC(=O)NC1=NC3=C(CCCC3)C3(CCCCC3)S1)C2=O (stereo not given) | i
O=S(=O)(NC1c2cccc3cccc(c23)C1Sc1ccccn1)c1ccc(Cl)cc1 (stereo not given) | i
Brc1ccc2nc(CSc3nnc(SCc4cn5cc(Br)ccc5n4)s3)cn2c1 | i

Continued; it opens with the six that closed the last part.
compound | PL synth Enamine
c1nc(NCC23CC4CC(CC(C4)C2)C3)c2ccsc2n1 | i
C=C(Br)Cn1c(COc2ccccc2)nc2ccccc21 | i
O=C1c2ccccc2-c2ccc(Br)c3cccc1c23 | i
CC1CC(C)(C)CC2(C1)NC(=O)N(CC(=O)NC1=NC3=C(CCCC3)C3(CCCCC3)S1)C2=O (stereo not given) | i
O=S(=O)(NC1c2cccc3cccc(c23)C1Sc1ccccn1)c1ccc(Cl)cc1 (stereo not given) | i
Brc1ccc2nc(CSc3nnc(SCc4cn5cc(Br)ccc5n4)s3)cn2c1 | i
CC1(C)CC(=O)C2=C(C1)Nc1[nH]c(=S)[nH]c(=O)c1C2c1cccs1 (stereo not given) | i
O=C(CSc1nnc(-c2cc3ccccc3[nH]2)n1-c1ccccc1)N1CCNC1=O | i
COC(=O)CCCCCNC(N)=S | i
CCN1C(=Cc2cc(C)[n+](C(C)C3CC4CCC3C4)c(C)c2)Sc2ccccc21 (stereo not given) | i
CCC(C)Cc1c(C)sc2nc(CSc3nnnn3C3CC3)[nH]c(=O)c12 (stereo not given) | i
O=C(O)c1cc2cc(S(=O)(=O)O)ccc2cc1O | i
Brc1cccc(-c2nnc(SC/C=C/c3ccccc3)o2)c1 | i
COc1ccc(OC)c(C2(O)CSC(=Nc3cccnc3)N2C2CC2)c1 (stereo not given) | i
C/C(=N\NC(=O)Cc1cn2ccsc2n1)c1ccco1 | i
Clc1cc(Cl)cc(NC2=NCCCCCC2)c1 | i
O=C(Nc1nn2cnnc2s1)C12CC3CC(CC(O)(C3)C1)C2 | i
CN(C)c1ccc(/C=C/c2ccc3c4ccccc4ccc3[n+]2-c2ccccc2)cc1 | i
Cc1cc(-n2c(C)cc(C(=O)CSc3nc(N)nc(N)n3)c2C)no1 | i
CC1CCC(C(C)C)C(OP(=O)(Nc2cccc([N+](=O)[O-])c2)c2ccccc2)C1 (stereo not given) | i
Cc1cc[n+](-c2nc3ccccc3nc2[N-]S(=O)(=O)c2ccccc2)cc1 | i
Cc1nnc(SCc2cc(=O)n3ccsc3n2)s1 | i
Cn1c(SCC(=O)NCCNC(=O)CSc2nnc(C(F)(F)F)n2C)nnc1C(F)(F)F | i
NC(=O)C(C(=O)/C=C/c1ccc(F)cc1)=C1SCS1 | i
FC(F)(F)c1ccnn1-c1nc(-c2ccc(Cl)s2)cs1 | i
NC1C(=O)Nc2ccccc21 (stereo not given) | i
